M1 ag parental – M1 agonist counterscreen hit in parental CHO-K1 cells; actives 0.48% (n = 360,000); activation, % at 3 µM; Fluo-8 calcium fluorescence; scaled to maximal ATP response, vehicle zero; in the data active = activation above about 15%;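 also: untransfected CHO-K1 host cells lacking M1 receptor as counterscreen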
TAAR1 antag – human TAAR1 antagonism; actives 1.5% (n = 360,000); CHO RD-HGA16 TAAR1, Fluo-8 calcium fluorescence, antagonist; AID 624466; inhibition, % at 3 µM; Q96RJ0;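 active = inhibition above a per-plate cutoff, the mean inhibition of test compounds on that plate plus 3 SD, cut at about 49% in these data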;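 also: 0% = DMSO plus EC80 beta-PEA response and 100% = DMSO alone without agonist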
Target sequence (Q96RJ0 whole entry, looked up): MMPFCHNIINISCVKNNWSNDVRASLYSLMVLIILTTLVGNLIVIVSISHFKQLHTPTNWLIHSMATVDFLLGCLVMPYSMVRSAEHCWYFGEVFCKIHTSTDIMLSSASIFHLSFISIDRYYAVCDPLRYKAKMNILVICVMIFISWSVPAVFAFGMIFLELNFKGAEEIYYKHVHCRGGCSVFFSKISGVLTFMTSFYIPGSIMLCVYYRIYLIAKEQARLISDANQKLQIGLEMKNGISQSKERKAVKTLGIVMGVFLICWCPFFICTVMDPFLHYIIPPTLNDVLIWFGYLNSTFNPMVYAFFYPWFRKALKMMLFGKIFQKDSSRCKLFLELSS
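System: CHO RD-HGA16 cells bearing hTAAR1. Reagent: EC80 β-phenethylamine stimulus. Schedule: seeding 17-24 h prior, 75-min 37 °C, 30-min RT dye loading. Signal: Fluo-8 intracellular calcium dye fluorescence, real-time kinetic reads. Read-out: % inhibition from peak post-agonist over basal fluorescence ratio. Benchmarks: vehicle wells and EC80 agonist wells. Replicates: n of 1.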
CHO-K1 Ca antag – counter-screen for M1 antagonists: effect in parental CHO-K1 cells | ATP-induced calcium, Fluo-8 fluorescence | inhibition, % at 3 µM | actives 0.6% (n = 360,000);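 active = inhibition above a per-plate cutoff, the plate's mean sample inhibition plus 3 SD, cut at about 24% in these data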;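 also: 0% = DMSO plus EC80 ATP and 100% = DMSO alone without ATP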
M1 PAM – human CHRM1 positive allosteric modulation | P11229 | CHO-K1 hM1, Fluo-8 calcium fluorescence, ACh EC20; 0% = ACh EC20, 100% = maximal ACh | activation, % at 3 µM | actives 0.088% (n = 360,000) | AID 588819; in the data active = activation above about 19%, passing the limit was not always enough
Target sequence (P11229 whole entry, looked up): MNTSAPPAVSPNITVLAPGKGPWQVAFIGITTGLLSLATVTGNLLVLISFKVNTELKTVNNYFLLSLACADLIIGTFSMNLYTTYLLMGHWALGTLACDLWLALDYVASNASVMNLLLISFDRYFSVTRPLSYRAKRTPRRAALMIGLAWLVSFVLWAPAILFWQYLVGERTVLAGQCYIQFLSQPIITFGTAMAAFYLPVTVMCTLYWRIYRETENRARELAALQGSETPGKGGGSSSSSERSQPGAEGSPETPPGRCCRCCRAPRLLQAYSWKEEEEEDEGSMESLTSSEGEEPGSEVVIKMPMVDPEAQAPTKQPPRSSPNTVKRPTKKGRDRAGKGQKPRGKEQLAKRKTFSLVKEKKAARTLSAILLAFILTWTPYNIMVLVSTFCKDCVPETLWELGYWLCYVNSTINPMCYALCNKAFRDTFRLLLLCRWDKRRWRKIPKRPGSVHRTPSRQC
CHRM1 antagonist – antagonists of human M1 muscarinic receptor. P11229. CHO-K1 hM1, Fluo-8 calcium fluorescence, ACh EC80 antagonist. inhibition, % at 3 µM. actives 1.3% (n = 360,000). AID 588852;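 active = percent inhibition above its own plate's cutoff, namely the mean of that plate's compound wells plus 3 SD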;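 also: peak over basal fluorescence ratio during 140 s after agonist addition; 0% = ACh EC80 plus DMSO and 100% = DMSO alone without agonist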
M1 ag – human M1 muscarinic receptor agonism; actives 0.33% (n = 360,000); P11229; CHO-K1 hM1, Fluo-8 calcium fluorescence, agonist mode; 0% DMSO, 100% acetylcholine EC100; activation, % at 3 µM;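 active = activation above the run's mean compound activation plus 3 SD, cut at about 16% in these data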;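 also: peak over basal fluorescence ratio within a 140 s kinetic read after compound addition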
CHO parental Ca – counter-screen: ATP calcium response change in parental CHO cells. parental CHO-K1, ATP-induced calcium, Fluo-8 fluorescence. inhibition, % at 5.6 µM. actives 0.63% (n = 330,000). AID 463079;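 active = inhibition above that plate's mean sample inhibition plus 3 SD, cut at about 26% in these data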;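 also: 0% = ATP-challenged DMSO wells and 100% = DMSO wells without ATP; some compounds past the cut are filed as inactive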
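Assay system – parental CHO cells · Reagent – ATP stimulus · Detection – intracellular calcium via Fluo-8 no-wash fluorescent dye · Evaluation – percent inhibition of ATP-evoked calcium rise, normalized to controls · Controls – ATP wells versus no-ATP DMSO wells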
TAAR1 agonist – human TAAR1 agonism | CHO RD-HGA16 TAAR1, Fluo-8 calcium fluorescence; vehicle wells 0%, saturating PEA agonist 100% | actives 0.99% (n = 360,000) | activation, % at 3 µM;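 active = activation above the mean activation of all test compounds in the run plus 3 SD, cut at about 38% in these data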
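Test system: RD-HGA16 (CHO) cells co-expressing Gα16 and hTAAR1 | Doses: Single dose, 3 µM | Schedule: 17-24 h seeding, 75 min 37 °C dye, 30 min RT | Evaluation: % activation from peak over basal fluorescence ratio, DMSO-to-PEA scaled | Technique: Kinetic Fluo-8 calcium fluorescence | Benchmarks: Low control DMSO, high control PEA (EC100)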
M1 PAM parental – nonselective activator or artifact in parental CHO-K1 calcium assay | ATP EC20, Fluo-8 calcium fluorescence; 0% at ATP EC20, 100% at ATP max | activation, % at 3 µM | actives 0.02% (n = 360,000);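 active = activation above the run cutoff, the mean activation of all test compounds plus 3 SD, cut at about 40% in these data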;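 also: peak over basal fluorescence ratio in a 140 s read after ATP addition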
An asterisk follows results filed as active; · = no result given.

1) Cc1cc(NC(=O)CSc2nc(C(C)C)nc3sc4c(c23)CCC(C)C4)no1 (stereo unspecified)
2) CCOC(=O)c1c(NC(=S)Nc2ccccc2)sc2c1CC(C)(C)SC2
3) CC(C)c1ccc(NC2CCCN(C(=O)CCN3Cc4ccccc4C3=O)C2)cc1 (stereo unspecified)
4) [O-][n+]1ccc(OCc2ccccc2)cc1
5) Cc1ccc([N+](=O)[O-])c(OCCCN2CCC(Cc3ccccc3)CC2)c1
6) CCc1cccc(NC(=O)CCCN2C(=O)C(c3ccccc3)Oc3cccnc32)c1 (stereo unspecified)
screen / no.	1	2	3	4	5	6
M1 ag parental	0.5	1.1	2.0	2.0	9.2	4.0
TAAR1 antag	-9	19	-20	-20	-2	38
CHO-K1 Ca antag	-2	-5	-7	-12	-12	-11
M1 PAM	3	-2	7	3	-29	0
CHRM1 antagonist	3	-5	-1	-4	76*	0
M1 ag	2	-6	-3	-1	-9	-3
CHO parental Ca	-14	-10	-28	-8	3	-8
TAAR1 agonist	4	2	1	2	29	4
M1 PAM parental	14	11	1	12	-4	5

7) O=C1CC(c2ccc3c(c2)OCCO3)Oc2ccc([N+](=O)[O-])cc21 (stereo unspecified)
8) CCCC(=O)NC(C)c1nc2ccccc2[nH]1 (stereo unspecified)
9) O=C(c1ccc2c(c1)OCO2)N1CCN(c2ccccc2F)CC1
10) Nc1nnc(Cc2ccccc2)s1
11) O=C(Cc1cccc(C(F)(F)F)c1)Nc1cc(S(=O)(=O)N2CCOCC2)ccc1N1CCCC1
12) CCC(CC)C(=O)Nc1cccc(C(=O)c2ccccc2)c1
screen / no.	7	8	9	10	11	12
M1 ag parental	1.8	1.3	0.2	0.9	-0.2	0.6
TAAR1 antag	-1	17	4	-20	-1	11
CHO-K1 Ca antag	-9	4	-19	-4	-27	-3
M1 PAM	-7	8	4	8	5	16
CHRM1 antagonist	22	-10	-3	-12	-6	-13
M1 ag	-5	-3	-3	-2	-5	-6
CHO parental Ca	-2	3	-6	3	-28	-11
TAAR1 agonist	4	0	3	4	-2	11
M1 PAM parental	-4	16	14	20	24	19

13) Cc1cc2nc3c(=O)n(Cc4ccccc4)c(=O)[nH]c3nc2cc1N
14) O=C(O)c1cc(NN=Nc2cccc(S(=O)(=O)O)c2)cc([N+](=O)[O-])c1
15) CCN1C(=O)/C(=C2\SC(=S)N(NC(=O)c3cccnc3)C2=O)c2ccccc21
16) COc1ccc2oc(C(=O)NC(C)(C)C)c(C)c2c1
17) COC(=O)c1c(-c2ccccc2)nn(-c2ccccc2)c1C(=O)OC
18) CCCCN(C(=O)c1ccc(S(=O)(=O)N2CCC(C)CC2)cc1)C1CCS(=O)(=O)C1 (stereo unspecified)
screen / no.	13	14	15	16	17	18
M1 ag parental	47*	0.4	1.4	-0.5	0.2	-0.4
TAAR1 antag	16	-9	0	-13	1	-10
CHO-K1 Ca antag	4	-14	2	-5	3	1
M1 PAM	9	-1	5	-1	0	3
CHRM1 antagonist	-2	-6	-12	9	-13	-3
M1 ag	25*	-2	3	-2	-2	-6
CHO parental Ca	28	-9	-13	-2	3	-28
TAAR1 agonist	54*	3	3	7	4	-1
M1 PAM parental	1	19	-7	-1	7	-1

19) C=CCn1c(SCc2cc(C(=O)OC)c(C)o2)nnc1-c1ccncc1
20) C/C(=N\NC(=O)Cc1ccc(Cl)c(Cl)c1)c1cccnc1
21) CCn1c(C)cc(/C=C2\SC(=O)N(CC(=O)Nc3ccc(C)c(C)c3)C2=O)c1C
22) Cc1cc(C)c(S(=O)(=O)Nc2ccc(C(=O)O)cc2)cc1S(=O)(=O)Nc1ccc(C(=O)O)cc1
23) Fc1ccc(/C=N/Nc2nn[nH]n2)cc1
24) CCOc1ccc(NC(=S)N(CCOC)C(C)c2cccnc2)cc1 (stereo unspecified)
screen / no.	19	20	21	22	23	24
M1 ag parental	0.5	0.3	1.5	0.8	-0.1	1.9
TAAR1 antag	2	-16	43	-4	-3	-17
CHO-K1 Ca antag	-3	44*	-5	-4	-4	-17
M1 PAM	5	2	2	1	-8	3
CHRM1 antagonist	-11	-5	4	-2	6	-8
M1 ag	-3	-3	-3	0	-5	-2
CHO parental Ca	-20	·	-6	-9	-14	-8
TAAR1 agonist	4	1	14	0	10	2
M1 PAM parental	15	7	13	5	-10	18

25) CCOC(=O)c1[nH]ncc1CN1CCCC(C(=O)c2ccc(C(C)(C)C)cc2)C1 (stereo unspecified)
26) CN1CCN(CCCNC(=O)c2cn(C)c3ccc(S(=O)(=O)N(C)C)cc3c2=O)CC1
27) CC(C)CN(CC(C)C)CC(O)COc1ccccc1Br (stereo unspecified)
28) CC(=O)C(Cl)C(=O)Nc1ccccc1 (stereo unspecified)
29) CN1CCN(C(=O)c2cc3nc(-c4ccccc4)cc(-c4ccccc4)n3n2)CC1
30) COC(=O)C(CC(=O)c1ccc(Cl)cc1)c1ccc(C(C)C)cc1 (stereo unspecified)
screen / no.	25	26	27	28	29	30
M1 ag parental	0.8	0.5	0.2	0.7	0.8	-0.1
TAAR1 antag	-7	-3	-4	-3	14	23
CHO-K1 Ca antag	-6	-11	-17	-18	1	-9
M1 PAM	-10	4	5	6	7	4
CHRM1 antagonist	38*	-5	-5	-2	-9	-5
M1 ag	-6	-11	-14	3	-4	-5
CHO parental Ca	-22	-1	-36	·	-11	-8
TAAR1 agonist	1	0	6	5	4	3
M1 PAM parental	-7	28	25	17	5	4

31) O=C(COc1cccc(Cl)c1)NNC(=S)Nc1ccccc1
32) Cc1cc(NC(=O)CCC(=O)N(CC(C)C)C(C(=O)NC(C)(C)C)c2ccccc2Cl)no1 (stereo unspecified)
33) C/C=C(\C)C(=O)NCCN1C2=NC[C@@H](Cc3ccccc3)N2C[C@H]1Cc1ccc(O)cc1
34) Cc1noc(C)c1CSCC(=O)N(C)CC(=O)Nc1ccc(Cl)c(Cl)c1
35) CC(C)[C@H](NC(=O)OC(C)(C)C)c1nnc(SCc2cccc(F)c2)o1
36) OC(CN1CC=C(/C=C/c2ccc(Br)cc2)CC1)c1ccccc1 (stereo unspecified)
screen / no.	31	32	33	34	35	36
M1 ag parental	0.9	0.0	0.6	3.3	0.6	4.9
TAAR1 antag	-3	-4	17	11	-4	-10
CHO-K1 Ca antag	-4	-1	-3	4	9	7
M1 PAM	6	4	-1	3	-6	0
CHRM1 antagonist	-8	-1	3	7	20	-4
M1 ag	-6	-2	-12	-5	-3	-2
CHO parental Ca	-7	-19	-11	-2	-11	-5
TAAR1 agonist	2	-4	3	12	2	11
M1 PAM parental	9	-8	16	-28	-4	7

37) CN1C(=O)c2ccc(C(=O)Nc3ccc4c(c3)OCO4)cc2C1=O
38) Cc1c(-n2cc(C(=O)c3ccccc3O)cc(C#N)c2=O)c(=O)n(-c2ccccc2)n1C
39) Cc1nnc(NC(=O)C2CCN(S(=O)(=O)c3cc([N+](=O)[O-])ccc3Cl)CC2)o1
40) Cn1c(-c2ccc[nH]c2=O)nc2cc(Cl)ccc21
41) CCc1ccc(OC)c(S(=O)(=O)Nc2ccc(Cc3ccncc3)cc2)c1
42) COc1ccc(CCNC(=O)CSc2cc(=O)[nH]c(N)n2)cc1OC
screen / no.	37	38	39	40	41	42
M1 ag parental	0.1	2.5	-0.2	-0.1	15*	0.4
TAAR1 antag	1	4	-15	12	7	10
CHO-K1 Ca antag	37*	-2	-12	8	12	-14
M1 PAM	9	4	4	6	-18	4
CHRM1 antagonist	-12	-10	-7	-4	36*	-15
M1 ag	-2	-2	-4	-4	-6	-2
CHO parental Ca	6	-9	-8	-6	48*	9
TAAR1 agonist	1	15	-3	-1	17	3
M1 PAM parental	12	21	4	3	18	19

Three compounds from above, sorted by the number in CHRM1 antagonist, lowest first.
no.	structure	CHRM1 antagonist
39	Cc1nnc(NC(=O)C2CCN(S(=O)(=O)c3cc([N+](=O)[O-])ccc3Cl)CC2)o1	-7
40	Cn1c(-c2ccc[nH]c2=O)nc2cc(Cl)ccc21	-4
41	CCc1ccc(OC)c(S(=O)(=O)Nc2ccc(Cc3ccncc3)cc2)c1	36*

Other compounds
43) COc1cc(C(=O)/C=C/c2cccnc2)ccc1O
44) O=C(CNCCCO)Nc1cc(C(F)(F)F)cc(NC(=O)CNCCCO)c1Cl
45) O=C(NCc1cccnc1)c1noc2c1CCCC2
46) O=S(=O)(Cc1ccc(Cl)cc1)Nc1ccc(Cl)cn1
47) O=[N+]([O-])c1cc2c(cc1[N+](=O)[O-])OCCOCCOCCOCCO2
48) COc1cc(OC)c(OC)cc1/C=C1/C(=O)N=C(N)N1C
screen / no.	43	44	45	46	47	48
M1 ag parental	0.7	-0.3	-0.1	0.1	0.7	1.2
TAAR1 antag	6	-8	·	-6	-10	11
CHO-K1 Ca antag	-10	-6	-8	-5	-5	-16
M1 PAM	14	-6	5	7	8	6
CHRM1 antagonist	-3	8	-11	-11	-7	-6
M1 ag	2	-4	-11	-10	-6	-4
CHO parental Ca	-4	-20	-8	-12	-13	3
TAAR1 agonist	7	2	·	4	-1	1
M1 PAM parental	10	0	-1	18	22	17

49) CCCCC(=O)Nc1ccc(NC(=O)c2cccs2)cn1
50) CS(=O)(=O)Nc1ccc(Br)cc1C(=O)c1ccccc1
51) N=C1N(/N=C/c2ccccc2)C(=Nc2ccccc2)C(=S)N1c1ccccc1
52) CCCCCn1c2c(c(=N)c3ccccc31)CCC2
screen / no.	49	50	51	52
M1 ag parental	0.3	2.1	0.7	0.8
TAAR1 antag	2	-5	12	-1
CHO-K1 Ca antag	-8	-10	5	-6
M1 PAM	1	11	-15	5
CHRM1 antagonist	-1	-10	16	-2
M1 ag	-3	-6	-7	-8
CHO parental Ca	-10	-7	-3	5
TAAR1 agonist	8	7	46*	1
M1 PAM parental	15	12	7	14

By substructure, the compounds so far with an aryl thioether with sulfur outside any ring
1) Cc1cc(NC(=O)CSc2nc(C(C)C)nc3sc4c(c23)CCC(C)C4)no1 (stereo unspecified)
19) C=CCn1c(SCc2cc(C(=O)OC)c(C)o2)nnc1-c1ccncc1
35) CC(C)[C@H](NC(=O)OC(C)(C)C)c1nnc(SCc2cccc(F)c2)o1
42) COc1ccc(CCNC(=O)CSc2cc(=O)[nH]c(N)n2)cc1OC
screen / no.	1	19	35	42
M1 ag parental	0.5	0.5	0.6	0.4
TAAR1 antag	-9	2	-4	10
CHO-K1 Ca antag	-2	-3	9	-14
M1 PAM	3	5	-6	4
CHRM1 antagonist	3	-11	20	-15
M1 ag	2	-3	-3	-2
CHO parental Ca	-14	-20	-11	9
TAAR1 agonist	4	4	2	3
M1 PAM parental	14	15	-4	19

Screening results from PubChem.
